BLM inh = blocks DNA unwinding by human BLM helicase; P54132; AID 2528; Potency, µM (doses to about 56.1 µM), inactives show at the top dose activity change, negative = inhibition, usual class: inhibitors; 350,000 tested, 0.2% active; recombinant BLM DNA unwinding, fluorescence dequenching;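 also: plate controls were vehicle for no effect and no enzyme for full effect; nearly all actives have a fitted effect of over 35% in size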
Target sequence (P54132 whole entry, looked up): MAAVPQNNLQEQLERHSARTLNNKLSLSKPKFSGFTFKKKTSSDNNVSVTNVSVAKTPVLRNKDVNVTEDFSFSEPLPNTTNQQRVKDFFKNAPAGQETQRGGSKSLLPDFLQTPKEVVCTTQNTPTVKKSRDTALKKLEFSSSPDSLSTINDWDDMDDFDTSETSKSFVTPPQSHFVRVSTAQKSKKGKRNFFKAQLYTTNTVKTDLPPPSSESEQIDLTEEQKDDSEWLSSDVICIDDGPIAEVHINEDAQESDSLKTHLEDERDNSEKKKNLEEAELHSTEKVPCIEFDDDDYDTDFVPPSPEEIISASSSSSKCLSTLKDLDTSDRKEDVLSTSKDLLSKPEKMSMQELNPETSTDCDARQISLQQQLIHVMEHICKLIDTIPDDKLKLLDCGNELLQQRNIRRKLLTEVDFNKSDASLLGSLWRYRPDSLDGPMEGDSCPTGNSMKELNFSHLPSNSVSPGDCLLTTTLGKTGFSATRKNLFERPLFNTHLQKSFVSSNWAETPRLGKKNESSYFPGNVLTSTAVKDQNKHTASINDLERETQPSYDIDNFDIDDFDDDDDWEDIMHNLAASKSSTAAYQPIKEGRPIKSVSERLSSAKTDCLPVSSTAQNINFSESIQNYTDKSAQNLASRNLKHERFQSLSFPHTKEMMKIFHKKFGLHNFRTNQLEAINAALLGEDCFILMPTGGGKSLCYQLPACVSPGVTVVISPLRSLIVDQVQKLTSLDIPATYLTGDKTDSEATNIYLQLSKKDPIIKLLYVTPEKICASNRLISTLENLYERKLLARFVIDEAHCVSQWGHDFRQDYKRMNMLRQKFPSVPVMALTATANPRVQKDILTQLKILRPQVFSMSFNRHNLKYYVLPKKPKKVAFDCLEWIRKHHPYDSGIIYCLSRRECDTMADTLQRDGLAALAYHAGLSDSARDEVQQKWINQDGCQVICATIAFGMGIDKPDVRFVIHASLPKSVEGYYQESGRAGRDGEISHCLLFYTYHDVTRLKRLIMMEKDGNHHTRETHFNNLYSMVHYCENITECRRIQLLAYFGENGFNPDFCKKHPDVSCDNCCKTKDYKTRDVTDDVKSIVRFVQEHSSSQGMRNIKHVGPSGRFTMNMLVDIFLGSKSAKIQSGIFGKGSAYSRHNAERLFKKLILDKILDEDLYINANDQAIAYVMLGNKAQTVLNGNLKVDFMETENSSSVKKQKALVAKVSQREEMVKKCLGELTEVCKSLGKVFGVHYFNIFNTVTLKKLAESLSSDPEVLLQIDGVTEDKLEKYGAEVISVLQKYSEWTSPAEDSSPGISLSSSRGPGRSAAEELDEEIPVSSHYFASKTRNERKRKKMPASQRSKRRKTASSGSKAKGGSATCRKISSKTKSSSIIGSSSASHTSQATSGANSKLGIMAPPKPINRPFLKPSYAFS
JMJD2A Tudor inh = JMJD2A Tudor domain (human) inhibition | O75164 | AlphaScreen JMJD2A-Tudor / H3K4me3 peptide binding | Potency, µM (titrated, usually from 114 µM), inactives show at the highest dose activity change, negative = inhibition, hits mostly inhibitors | 390,000 tested, 4.4% active | AID 504339; also: % is scaled to controls: 0 for no effect and ±100 for the full control effect; nearly all actives have a fitted effect of over 50% in size
G9a inh = inhibitors of human histone lysine methyltransferase G9a | Q96KQ7 | G9a H3K9 monomethylation, AlphaScreen, 2 h | Potency, µM (doses to about 102 µM), without a hit: at the top dose activity, negative = inhibition, most hits filed as inhibitors | 350,000 tested, 8.8% active; also: % is scaled to controls: 0 for no effect and ±100 for the full control effect; nearly all actives have a fitted effect of over 75% in size
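G9a (20 nM) was preincubated 15 min with compound, then reacted 2 h at room temperature with 500 nM biotin-H3K9 peptide and 20 µM SAM. Monomethyl-H3K9 detected by AlphaScreen using anti-H3K9me1 antibody.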
POLH inh = inhibitors of human DNA polymerase eta. 390,000 tested, 1.2% active. Potency, µM (top dose mostly 114 µM), for inactives: at the highest dose activity change, negative = inhibition, most hits filed as inhibitors. AID 588591. recombinant Pol eta, fluorescent DNA replication assay. Q9Y253; also: % is scaled to controls: 0 for no effect and ±100 for the full control effect
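Pol eta at 10 nM preincubated with compounds 15 min at room temperature; reaction started with fluorescent substrate (50 nM final) and read kinetically at 0 and 10 min.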
BAZ2B block = blocks human BAZ2B. Potency, µM (titrated, usually from 114 µM), for inactives: top-dose activity change, negative = inhibition, most hits filed as inhibitors. AlphaScreen BAZ2B-H3K14Ac peptide displacement. 360,000 tested, 4.4% active; also: % is scaled to controls: 0 for no effect and ±100 for the full control effect; nearly all actives have a fitted effect of over 60% in size
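Inhibition is scored as reduced AlphaScreen emission. The BAZ2B/b-H3(5-23)K14Ac complex (50 nM each) in PBS pH 7.4, 0.01% Tween-20 meets compound (up to 110 uM) for 30 min at RT before bead addition.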
APE1 inh = APE1 (human) endonuclease inhibition. Potency, µM (titrated, usually from 65.8 µM), for the others: at the highest dose activity change, negative = inhibition, usual class: inhibitors. 350,000 tested, 0.35% active. recombinant APE1, TAMRA/BHQ-2 abasic DNA cleavage fluorescence. AID 2517. P27695;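 also: plate controls were vehicle for no effect and reference inhibitor for full effect; nearly all actives have a fitted effect of over 55% in size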
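Compound pre-exposure to 0.75 nM APE1, 15 min at ambient temperature. Reaction initiated with 50 nM TAMRA/BHQ-2 THF substrate, read immediately in kinetic mode, 525 nm excitation, 598 nm emission.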
Pol kappa inh = inhibitors of human DNA polymerase kappa | 400,000 tested, 0.53% active | purified Pol kappa, fluorescent DNA synthesis assay, 10 min | Potency, µM (titrated, usually from 107 µM), for inactives: at the top dose activity, negative = inhibition, actives largely listed as inhibitors | Q9UBT6; also: % is scaled to controls: 0 for no effect and ±100 for the full control effect
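Activity was followed as the change in fluorescence between reads at 0 and 10 min after starting the reaction with 50 nM substrate. Beforehand, 10 nM polymerase had been preincubated with compound for 15 min at room temperature.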
POLB inh = inhibitors of human DNA polymerase beta. Pol beta primer extension/strand displacement, fluorescence kinetic. P06746. AID 485314. 340,000 tested, 1.3% active. Potency, µM (series often up to 114 µM), inactives show at the top dose activity change, negative = inhibition, usual class: inhibitors; also: % is scaled to controls: 0 for no effect and ±100 for the full control effect
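10 nM enzyme + cpd, 15 min RT; start with substrate 50 nM final; read 0 min and after 10 min RT. Corrected, normalized data; 4-parameter Hill curve fit.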
Pol iota inh = blocks human DNA polymerase iota activity | Pol iota fluorescent replication assay, 10 min | Potency, µM (highest dose often 115 µM), inactives show top-dose activity, negative = inhibition, hits mostly inhibitors | 390,000 tested, 1% active
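Pol iota at 10 nM preincubated 15 min with compounds at room temperature; reaction started with fluorescent substrate, 50 nM final. Fluorescence read kinetically at 0 and 10 min; buffer-only wells as negative control.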
The depositor's hits bear a star; ? = inconclusive; · = no result given; [ ] = another dose, or the depositor's remark. Calls follow the shape of the dose curve; as a rule, active = well fitted curve in the direction sought with a large enough effect; inconclusive = small, poorly fitted or top-dose-only effect, or another doubt; inactive = no such curve, though single readings can be large; an effect the other way counts as inactive or inconclusive. Potency is read from the fitted curve at half-maximal effect. Only part of the results is shown (hit frequency here may not be typical).

1: CCC(C)c1ccc(NC(=O)Nc2cnccn2)cc1 (configuration not stated)
2: Cc1ccc2c(c1)sc1nc(-c3cc4cc(Cl)ccc4oc3=O)cn12
3: O=C1[C@H]2[C@H](ON3CCCC[C@H]23)C(=O)N1c1ccc(Cl)cc1
4: CCC(=O)NC(=S)Nc1ccccc1C(=O)OC
5: CCOC(=O)C1(CCSC)NC(c2ccco2)C2C(=O)N(CC)C(=O)C21 (configuration not stated)
6: O=C(Cc1cccs1)Nc1cc(S(=O)(=O)N2CCCCC2)ccc1Cl
7: O=C(CC1NC2CCCCC2NC1=O)Nc1ccc2c(c1)OCO2 (configuration not stated)
8: COc1ccc(-c2c3c([nH]c(=S)c2C#N)CCC3)cc1
9: COC(=O)COn1c(-n2nc(C)cc2C)nc2ccccc2c1=O
10: Cc1cccc(NC(=O)c2cccnc2Cl)n1

assay / entry,1,2,3,4,5,6,7,8,9,10
JMJD2A Tudor inh,2%,-20%,-11%,-12%,10%[57.1 µM],3%,-5%,45µM*,?,-3%
POLB inh,8%,2%,-18%,3%,1%,·,-13%,-17%,5%,36%
BLM inh,-1%,-3%,0%,-11%,-1%,·,-7%,-15%,1%,-1%
POLH inh,-13%,-2%,-19%,-15%,10%,-20%,-14%,?,-6%,-8%
G9a inh,·,9%[59 µM],-35%,?,-18%[12.7 µM],9%[12.7 µM],-3%[12.7 µM],?,?,-14%
BAZ2B block,-1%,3%,-10%,5%,-25%,8%,5%,1%,11%,-33%
Pol kappa inh,10%,-6%[60.1 µM],8%,0%,-11%,-1%,-22%,?,6%,11%
APE1 inh,-2%,·,-6%,10%,-3%,6%,-1%,5%,0%,37%
Pol iota inh,9%,3%,59%[activator],12%,15%,11%,0%,-11%,5%,-13%

11: COc1ccc(Oc2cnc3ccccc3n2)cc1
12: COc1ccccc1NC(=O)C1=C(C)Nc2nc(SCc3ccccc3Cl)nn2C1c1ccncc1 (configuration not stated)
13: CCOC(=O)CN1C(=O)C(=O)N(Cc2c(Cl)cccc2Cl)C1=O
14: CS(=O)(=O)c1ccc2nc(NC(=O)C3CCCCC3)sc2c1
15: Cc1c(O)c2ccccc2oc1=O
16: CCc1cc(C(=O)Nc2cnn(Cc3ccccc3C)c2)no1
17: CN(C)S(=O)(=O)c1ccc(N2CCCC2)c(C(=O)Nc2nc(-c3ccc(F)c(F)c3)cs2)c1
18: O=C(Nc1nc2ccc(F)cc2s1)c1ccccn1
19: COc1cc(OC)cc(C(=O)N[C@H](C(=O)Nc2nc(-c3cc(OC)ccc3OC)cs2)C(C)C)c1
20: CC1CCC(C(C)C)C(OC(=O)Cn2nnc3c(cnn3-c3ccccc3)c2=O)C1 (configuration not stated)

assay / entry,11,12,13,14,15,16,17,18,19,20
JMJD2A Tudor inh,3%,-18%,-1%,-14%,-2%,-6%,-16%,-12%,-32%,?
POLB inh,17%,17%,4%,26%,2%,-17%,0%,?,5%,-1%
BLM inh,-9%,-18%,-4%,-4%,-1%,-19%,-5%,3%,-7%,-8%
POLH inh,-18%,6%,-6%,-9%,-12%,-13%,-22%,-3%,-7%,-11%
G9a inh,18%,6%[59 µM],-31%,20%[59 µM],·,?,-7%,-3%,?,29%[12.7 µM]
BAZ2B block,12%,3%,-4%,5%,-1%,1%,-10%,40µM*,-32%,1%
Pol kappa inh,-25%,-13%,6%,-8%,-5%,-25%,-15%,-9%,-5%,2%
APE1 inh,-6%,·,46%,11%,12%,·,-2%,-5%,-4%,-2%
Pol iota inh,54%[activator],-10%,8%,19%,9%,12%,5%,18%,58%[activator],12%

21: Cc1ccc(N/C(N)=N/c2nc(CSc3ccc(C)cc3)cc(=O)[nH]2)cc1
22: CCSc1nnc(NC(=O)C2CCCCC2C(=O)O)s1 (configuration not stated)
23: CCC(C)[C@H](NC(=O)NCc1ccc(S(N)(=O)=O)cc1)C(=O)O (some centres not stated)
24: CCCNc1nc(C)cc(-c2cc(C(=O)Nc3ccccc3)on2)n1
25: Cc1ccc(S(=O)(=O)CCC(=O)Nc2nc(-c3ccccn3)cs2)cc1
26: O=C(CN1CCCC1)N1CCN(c2ccccc2)CC1
27: O=C(CCN1C(=O)C2C3C=CC(C3)C2C1=O)Nc1c(F)cccc1F (configuration not stated)
28: CCN(CC)C(=O)CSc1nnc(CNc2ccc(F)cc2)n1-c1ccccc1
29: O=C(C1CCN(S(=O)(=O)c2ccccc2)CC1)N1CCN(c2ccccc2F)CC1
30: CCC(C)NS(=O)(=O)c1ccc(N2CCCCS2(=O)=O)cc1 (configuration not stated)

assay / entry,21,22,23,24,25,26,27,28,29,30
JMJD2A Tudor inh,3%,?,-3%,-18%,89µM*,9%,4%,-20%,-19%,-11%
POLB inh,25%,-2%,-1%,·,·,-7%,34%,-12%,·,4%
BLM inh,-3%,3%,0%,·,·,-2%,0%,2%,·,2%
POLH inh,-20%,-3%,-2%,-10%,-8%,-3%,0%,-9%,-11%,-12%
G9a inh,2%[2.33 µM],3%[59 µM],-3%,·,15%[12.7 µM],·,1%[59 µM],-11%[59 µM],12%[59 µM],26%[59 µM]
BAZ2B block,3%,9%,0%,·,?,-2%,9%,1%,1%,22%
Pol kappa inh,-8%,-14%,-7%,-12%,-5%,-2%,-12%,3%,-12%,0%[60.1 µM]
APE1 inh,11%,-22%,0%,·,-11%,8%,16%,-2%,10%,·
Pol iota inh,-5%,2%,3%,46%[activator],-4%,?,4%,46%[activator],-7%,18%

31: COc1ccc(N(CC(=O)NCCc2ccccc2)C(=O)CCC(=O)Nc2nccs2)c(OC)c1
32: COc1ccc(CN(C)S(=O)(=O)c2nnc(NC(=O)c3cccc(F)c3)s2)cc1OC
33: COc1ccc(CN2CCN(Cc3ccc(C)cc3)C(CCO)C2)cc1OC (configuration not stated)
34: c1coc(CNC2CCCCCCC2)c1
35: COc1ccc(N2CCN(S(=O)(=O)c3ccc4c(c3)NC(=O)CS4)CC2)cc1
36: O=C(O)CCN1C(=O)C2C3CC(C2C1=O)C1C(c2ccccc2)c2sc(=O)[nH]c2SC31 (configuration not stated)
37: Cc1cccc(S(=O)(=O)NCC2CCCO2)c1 (configuration not stated)
38: COc1ccc(Cl)cc1S(=O)(=O)NC(C)C(=O)NCc1ccncc1 (configuration not stated)
39: COc1cc(/C=C/C=C2/CC/C(=C/C=C/c3ccc(O)c(OC)c3)C2=O)ccc1O
40: NS(=O)(=O)c1cc2c(cc1Cl)NC(CSCc1ccccc1)=NS2(=O)=O

assay / entry,31,32,33,34,35,36,37,38,39,40
JMJD2A Tudor inh,-22%,0%,-16%,50µM*,-26%,-14%,6%,-10%,56µM*,0%
POLB inh,18%,-1%,10%,35%,-20%,4%,-15%,55%,·,-3%
BLM inh,-1%,-9%,2%,-1%,-5%,1%,2%,1%,·,-5%
POLH inh,-17%,-8%,-4%,-1%,?,-21%,-3%,-2%,5µM*,-14%
G9a inh,0%,19%[59 µM],·,20µM*,15%,-20%,?,22%,·,-126%[59 µM]
BAZ2B block,-2%,-3%,-3%,89µM*,-19%,·,-3%,6%,·,89µM*
Pol kappa inh,-15%,-9%,-2%,-9%,-5%,-11%,-7%,?,14µM*,-8%
APE1 inh,2%,26%,1%,-4%,26%,6%,0%,-1%,·,4%
Pol iota inh,137%[activator],22%,40%[activator],14%,-6%,8%,16%,?,3.5µM*,14%

An excerpt from above in order of count of non-hydrogen atoms, low to high.
34: c1coc(CNC2CCCCCCC2)c1
30: CCC(C)NS(=O)(=O)c1ccc(N2CCCCS2(=O)=O)cc1 (configuration not stated)
38: COc1ccc(Cl)cc1S(=O)(=O)NC(C)C(=O)NCc1ccncc1 (configuration not stated)
40: NS(=O)(=O)c1cc2c(cc1Cl)NC(CSCc1ccccc1)=NS2(=O)=O
35: COc1ccc(N2CCN(S(=O)(=O)c3ccc4c(c3)NC(=O)CS4)CC2)cc1
39: COc1cc(/C=C/C=C2/CC/C(=C/C=C/c3ccc(O)c(OC)c3)C2=O)ccc1O
36: O=C(O)CCN1C(=O)C2C3CC(C2C1=O)C1C(c2ccccc2)c2sc(=O)[nH]c2SC31 (configuration not stated)
31: COc1ccc(N(CC(=O)NCCc2ccccc2)C(=O)CCC(=O)Nc2nccs2)c(OC)c1

assay / entry,34,30,38,40,35,39,36,31
JMJD2A Tudor inh,50µM*,-11%,-10%,0%,-26%,56µM*,-14%,-22%
POLB inh,35%,4%,55%,-3%,-20%,·,4%,18%
BLM inh,-1%,2%,1%,-5%,-5%,·,1%,-1%
POLH inh,-1%,-12%,-2%,-14%,?,5µM*,-21%,-17%
G9a inh,20µM*,26%[59 µM],22%,-126%[59 µM],15%,·,-20%,0%
BAZ2B block,89µM*,22%,6%,89µM*,-19%,·,·,-2%
Pol kappa inh,-9%,0%[60.1 µM],?,-8%,-5%,14µM*,-11%,-15%
APE1 inh,-4%,·,-1%,4%,26%,·,6%,2%
Pol iota inh,14%,18%,?,14%,-6%,3.5µM*,8%,137%[activator]

(list continues)
41: CC(=O)CCC(=O)N1CCCC(CNC(=O)c2ccc(-c3ccccc3)cc2)C1 (configuration not stated)
42: Cc1c(NC(=O)CSc2n[nH]c(=O)n2-c2ccccc2)c(=O)n(-c2ccccc2)n1C
43: Cc1c(-c2ccccc2)c(=O)oc2c(CN3CCN(C)CC3)c(O)ccc12
44: CC(C)N(CC(N)=O)c1ccc(S(=O)(=O)N2CCCC2)cn1
45: CCN(C(=O)c1cc2c(=O)[nH]c3ccc(C)cc3c2s1)c1ccccc1F

assay / entry,41,42,43,44,45
JMJD2A Tudor inh,1%,22µM*,-6%,3%,?
POLB inh,-2%,-2%,2%,·,-25%
BLM inh,-5%,-7%,-16%,·,-5%
POLH inh,-3%,-16%,-6%,-21%,0%
G9a inh,·,-1%,-30%[59 µM],-11%[59 µM],-1%
BAZ2B block,-6%,-7%,3%,9%,7%
Pol kappa inh,-1%,1%,-10%[60.1 µM],-4%,-19%
APE1 inh,-3%,18%,·,14%,1%
Pol iota inh,16%,162%[activator],-15%,45%[activator],8%
